# Compound activity deposited in PubChem BioAssay by The Scripps Research Institute Molecular Screening Center.
# ASAP1 GAP inh: blocks human ASAP1-stimulated Arf1 GTP hydrolysis. Q9ULH1. GDP FP detection. inhibition, % at 16.5 µM. 0.19% of 360,000 active; in the data active means inhibition above about 25%;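 further: 0% = vehicle with enzyme and substrate and 100% = no enzyme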
# ADAM10 inh: ADAM10 inhibition, QFRET primary screen; recombinant ADAM10, EDANS/DABCYL FRET peptide cleavage, 3 h; inhibition, % at 7 µM; O14672; 0.62% of 370,000 active;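 active means inhibition above a per-campaign cutoff equal to the mean of compounds falling between control-based bounds plus 3 SD, cut at about 20% in these data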;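 further: 0% = DMSO wells while the 100% control is not disclosed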
# ARFGAP1 inh: inhibits rat ARF GTPase activating protein 1; Q62848; Arfgap1-stimulated ARF1 GTP hydrolysis, GDP FP detection; inhibition, % at 16.5 µM; 0.26% of 360,000 active;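 active means inhibition above a per-plate limit, mean inhibition of low control wells plus 3 SD, cut at about 25% in these data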;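 further: 0% = DMSO wells with enzyme and 100% = wells lacking Arfgap1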
# Target sequence (Q62848 1-136 limits assumed): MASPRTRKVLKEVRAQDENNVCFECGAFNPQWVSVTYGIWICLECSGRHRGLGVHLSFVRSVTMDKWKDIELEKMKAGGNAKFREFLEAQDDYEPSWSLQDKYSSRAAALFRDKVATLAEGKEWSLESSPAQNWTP
#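 Repeats: one replicate per compound; assay system: rat Arfgap1 catalytic domain, aa 1-136; times: enzyme reaction 120 min at 25 °C after 20 min preincubation; detection: FP of antibody-bound GDP Alexa 633 tracer, ex 620/em 688 nm; benchmarks: high control wells lacking Arfgap1, low control full reaction with DMSO; reagent: human ARF1(Δ1-17)-GTP substrate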
# Tn6 DDE FP: disrupts Tn6 cyclic peptide binding to fibrin D-Dimer-E complex | Fibrin DD(E) TRITC-Tn6 fluorescence polarization displacement | inhibition, % at 8.3 µM | 0.21% of 370,000 active | AID 720509;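 active means inhibition above a per-campaign cutoff: mean of compounds within control limits plus 3 SD, cut at about 15% in these data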;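 further: 0% = median of all compound wells on the plate and 100% = blocking peptide control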
# PLCb3 inh: inhibitors of human phospholipase C beta3; 0.18% of 370,000 active; Purified PLC-beta3, fluorogenic substrate, fluorescence; inhibition, % at 12.2 µM; AID 720704; in the data active means inhibition above about 11%;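 further: 0% = median of compound wells on plate and 100% = full blocker control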
# ADAM17 inh: ADAM17 inhibition, QFRET primary screen | P78536 | recombinant ADAM17, EDANS/DABCYL FRET peptide cleavage | inhibition, % at 6.95 µM | 0.83% of 370,000 active;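 active means inhibition above the mean of compounds lying between control limits plus 3 SD, set per campaign, cut at about 8.5% in these data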;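 further: 0% = DMSO-only wells as the low control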
# PLCg1 inh: inhibitors of human phospholipase C gamma1; P19174; purified PLC-gamma1, fluorogenic substrate, fluorescence; inhibition, % at 12.2 µM; 0.84% of 370,000 active; in the data active means inhibition above about 9.5%
# TDP2 inh: blocks human TDP2 phosphodiesterase activity; O95551; recombinant TDP2, T5PNP hydrolysis, p-nitrophenol absorbance 415 nm; inhibition, % at 12.8 µM; 0.34% of 370,000 active;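 active means inhibition above the mean of all tested compounds plus 3 SD, set per campaign, cut at about 25% in these data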;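 further: 0% = DMSO with enzyme and 100% = buffer with substrate but no TDP2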
# Target sequence (O95551 whole entry, looked up): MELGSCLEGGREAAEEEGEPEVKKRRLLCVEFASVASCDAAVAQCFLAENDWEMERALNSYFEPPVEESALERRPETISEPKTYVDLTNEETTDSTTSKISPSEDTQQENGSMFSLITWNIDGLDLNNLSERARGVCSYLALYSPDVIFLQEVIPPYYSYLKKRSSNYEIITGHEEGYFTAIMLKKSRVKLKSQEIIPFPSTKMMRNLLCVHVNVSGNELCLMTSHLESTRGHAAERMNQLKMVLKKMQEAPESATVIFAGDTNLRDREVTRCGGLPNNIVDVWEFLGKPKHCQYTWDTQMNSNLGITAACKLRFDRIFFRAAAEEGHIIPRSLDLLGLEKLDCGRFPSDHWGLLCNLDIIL
#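 System – recombinant human TDP2 · Quantity – TDP2 enzyme at 120 nM final · Doses – single concentration, 12.8 µM nominal, with 1% DMSO · Incubation – 2 h at 37 °C · Measured by – epi absorbance of p-nitrophenol freed from T5PNP by hydrolysis · Read-out – % inhibition relative to enzyme-containing and enzyme-free wells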
# SIAE inh: human SIAE inhibition, primary screen; 0.69% of 370,000 active; SIAE FP-Rh probe binding, fluorescence polarization; inhibition, % at 9.66 µM; AID 1053197; Q9HAT2;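 active means inhibition above a cutoff: mean of compounds within the control limits plus 3 SD of those, cut at about 17% in these data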;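 further: 0% = plate median of compound wells and 100% = probe without SIAE protein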
# Target sequence (Q9HAT2 whole entry, looked up): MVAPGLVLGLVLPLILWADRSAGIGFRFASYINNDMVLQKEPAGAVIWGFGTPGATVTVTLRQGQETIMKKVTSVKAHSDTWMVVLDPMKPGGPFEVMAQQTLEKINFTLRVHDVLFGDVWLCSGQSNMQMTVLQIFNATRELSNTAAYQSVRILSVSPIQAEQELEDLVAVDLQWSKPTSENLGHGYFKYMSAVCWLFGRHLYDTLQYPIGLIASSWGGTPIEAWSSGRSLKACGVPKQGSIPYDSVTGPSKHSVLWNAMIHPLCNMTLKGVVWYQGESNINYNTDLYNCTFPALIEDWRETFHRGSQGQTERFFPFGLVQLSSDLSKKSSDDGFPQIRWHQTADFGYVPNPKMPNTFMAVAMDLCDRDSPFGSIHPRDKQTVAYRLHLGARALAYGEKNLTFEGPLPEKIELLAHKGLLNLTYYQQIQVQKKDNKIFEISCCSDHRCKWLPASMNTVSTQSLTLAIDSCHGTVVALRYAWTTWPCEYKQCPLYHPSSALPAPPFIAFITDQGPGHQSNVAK
# Tn7 DDE FP: inhibitors of Tn7 peptide binding to human fibrin DD(E). FP displacement of FITC-Tn7 peptide from fibrin DD(E); 0% = median of compound wells per plate. P02675. inhibition, % at 8.3 µM. 0.13% of 370,000 active;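 active means inhibition above the mean of compounds falling within the control limits plus 3 SD of them, cut at about 14% in these data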;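 further: 0% = plate median of compound wells and 100% = 10 µM Aha-Tn7 peptide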
#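 System: human fibrin DD(E); quantity: Fibrin-DD(E) at 2 µM final; also added: fluorescent Tn7 probe at 0.1 µM; compound dosing: single nominal test concentration of 8.3 µM per compound; schedule: 10 min preincubation, 3 h with tracer, room temperature; detection: fluorescence polarization of the labelled Tn7 tracer; repeats: one replicate per compound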
# * = called active by the depositor; i = inactive; . = not tested or not shown; + = active, no number.
SMILES,ASAP1 GAP inh,ADAM10 inh,ARFGAP1 inh,Tn6 DDE FP,PLCb3 inh,ADAM17 inh,PLCg1 inh,TDP2 inh,SIAE inh,Tn7 DDE FP
Cc1cc(/C=C(/C#N)c2cccc(F)c2)c(C)n1-c1cccnc1,-4,-3,-15,5,-7,1,-3,2,-3,0
CCOc1ccc(N2CC(C(=O)Nc3cc(S(=O)(=O)N4CCCCC4)ccc3C)CC2=O)cc1 (stereo not drawn),0,-5,11,-6,-2,-8,2,-2,-4,-6
CCN(CC)C(=O)CSc1nnc2nnc3cc(Cl)ccc3n12,-1,-2,1,0,-327,0,-226,14,0,1
CC(CNC(=O)C(C)C)NC(=O)C(C)C (stereo not drawn),-19,0,11,4,-7,-3,1,13,-1,2
O=C(CSCCO)N1CCc2ccccc21,-2,7,-3,-3,5,1,1,-7,-4,6
CC1=C(C(=O)Nc2ccc(C)cc2C)C(c2cccs2)NC(=S)N1 (stereo not drawn),2,12,3,4,3,3,-1,-9,2,4
Cn1cnnc1Sc1ccc(C(=O)NCCC23CC4CC(CC(C4)C2)C3)cc1[N+](=O)[O-],-5,14,6,-2,3,6,9.5*,-4,12,2
Cc1ccc(NS(=O)(=O)c2ccc(NC(=O)C3CCCO3)cc2)cc1 (stereo not drawn),8,11,11,-4,1,7,3,-2,-1,0
O=C(CC(C(=O)N1CCc2ccccc21)n1ccnc1)NCc1cccnc1 (stereo not drawn),11,3,15,-4,1,-6,-6,12,2,4
O=c1[nH]c2ccccc2[n+]([O-])c1-c1ccccc1,7,-98,5,4,-93,-33,-66,-12,-2,3
CCOc1ccc(CCNC(=O)C2CC(=O)N(Cc3ccc(OC)cc3)C2)cc1OCC (stereo not drawn),-10,-4,6,-10,-6,-1,1,-14,-7,-5
Cc1cc(C(F)F)nn1CC(=O)NCc1ccccc1F,2,0,4,6,-1,-4,1,7,1,2
NC(=O)c1c(NC(=O)CSc2nnc(-c3ccco3)n2N)sc2c1CCCC2,6,0,8,0,-11,0,-11,0,-5,3
COc1ccc(-c2nn(-c3ccccc3)cc2/C=C/C(=O)OCC(=O)Nc2cccc(C#N)c2)cc1,-7,-12,12,0,-26,-2,-19,3,-18,-1
C=COCCn1c(=N)n(CCC)c2ccccc21,-12,-1,-6,-3,-3,-4,-1,1,0,4
Cc1cc(NC(=O)c2cc(C(C)C)on2)nn1Cc1ccc(Cl)cc1,-10,12,-13,-6,4,3,4,-7,-1,-2
CCCCCn1c(C(Cc2ccccc2)NC(C)=O)nc2ccccc21 (stereo not drawn),15,1,0,0,2,-2,0,2,-3,-4
CCC1C(=O)NCCN1Cc1nc(-c2ccc(C)s2)oc1C (stereo not drawn),1,-30,7,-6,-15,-4,-7,1,-3,-1
O=C(CCC1CCCCC1)N1CCN(Cc2ccc3c(c2)OCO3)CC1,-6,5,1,7,-10,2,0,7,17,-9
Cc1ccc(C(=O)CSC2=NC(N)=C(C#N)C3(CCCCC3)C2C(N)=O)cc1 (stereo not drawn),-2,3,2,2,-5,1,-1,-6,5,6
O=C(Nc1ccc2oc(-c3ccncc3)nc2c1)c1ccco1,6,-265,3,-2,i,-102,i,-22,-5,-1
CCCNC(=O)C1(C)CCCN(Cc2cccs2)C1 (stereo not drawn),1,-5,9,-1,0,-7,-3,3,9,7
CCNc1nc(NCC)n2c(SCC(=O)Nc3ccc(NC(C)=O)cc3)nnc2n1,4,1,4,-1,-4,0,1,1,-2,-1
Cn1cc(Br)c(C(=O)Nc2sc3c(c2C(N)=O)CCC3)n1,9,-79,7,-7,-117,-26,-97,7,-17,1
NC(=O)CSc1nnc(NC(=O)c2ccc(S(=O)(=O)N3CCCCC3)cc2)s1,-16,3,3,-1,2,1,0,-9,-3,-3

# Exported field by field: entries from further up.
> NC(=O)CSc1nnc(NC(=O)c2ccc(S(=O)(=O)N3CCCCC3)cc2)s1
- ASAP1 GAP inh: -16
- ADAM10 inh: 3
- ARFGAP1 inh: 3
- Tn6 DDE FP: -1
- PLCb3 inh: 2
- ADAM17 inh: 1
- PLCg1 inh: 0
- TDP2 inh: -9
- SIAE inh: -3
- Tn7 DDE FP: -3
> CC1=C(C(=O)Nc2ccc(C)cc2C)C(c2cccs2)NC(=S)N1 (stereo not drawn)
- ASAP1 GAP inh: 2
- ADAM10 inh: 12
- ARFGAP1 inh: 3
- Tn6 DDE FP: 4
- PLCb3 inh: 3
- ADAM17 inh: 3
- PLCg1 inh: -1
- TDP2 inh: -9
- SIAE inh: 2
- Tn7 DDE FP: 4

# Continued.
SMILES,ASAP1 GAP inh,ADAM10 inh,ARFGAP1 inh,Tn6 DDE FP,PLCb3 inh,ADAM17 inh,PLCg1 inh,TDP2 inh,SIAE inh,Tn7 DDE FP
CC(C(=O)N1CCCC1)N(c1ccc(Cl)cc1)S(C)(=O)=O (stereo not drawn),4,-4,2,-7,0,-5,4,7,0,-1
Cc1ncc2c(c1OC(=O)c1ccccc1)COC(C)(C)OC2,-6,-5,6,-1,-3,3,-1,21,-3,-1
O=C(CCC(=O)N1CCN(S(=O)(=O)c2ccc(Cl)cc2)CC1)NCc1cccc(C(F)(F)F)c1,-1,8,3,-2,0,2,4,-20,-7,-6
O=S(=O)(Nc1ccccc1F)c1ccc2nsnc2c1,8,3,-5,1,3,-3,-1,8,-3,-2
CCOc1ccc(Br)cc1S(=O)(=O)NC1CC(C)(C)NC(C)(C)C1,3,-15,6,-5,-2,-3,-1,-4,2,3
Cc1ccc(C)c(S(=O)(=O)Nc2cc3c4c(c2)CCN4C(=O)CC3)c1,10,-1,-4,-4,5,-1,0,-19,-6,-8
CCOC(=O)C1=C(C)N(C[C@@H]2CC[C@@H](Cc3ccc(-c4ccccc4)cc3)O2)C(=O)NC1c1ccc(-c2ccccc2)cc1 (stereo partly drawn),9,-16,16,1,-3,-3,0,-9,-1,3
COc1ccc(-c2nc(CN3CCN(c4ncccn4)CC3)c(C)o2)cc1C,11,4,2,-6,0,-2,-4,-3,-2,10
Cc1ccc(-c2n[nH]c(=O)c3ccccc23)cc1N,0,-7,-6,3,-1,0,3,-1,7,3
O=C(CN1CCc2onc(-c3cccc(-n4cc(CO)nn4)c3)c2C1=O)N1CCOCC1,.,-3,.,2,0,1,-1,-1,1,-6
COc1cccc2c1C(=O)c1c(O)c3c(c(O)c1C2=O)CC(O)(C(=O)CO)CC3OC1CC(N(C)C)C(O)C(C)O1 (stereo not drawn),-7,-4,4,+,-163,4,-124,0,61*,16*
COc1cc(CNC(=O)CCCC(=O)c2ccccc2)cc(OC)c1OC,0,2,14,-6,-1,2,9.9*,-6,1,-7
CC(C)N1C(=O)N(c2ccccc2)C(C)(O)CC1(C)C (stereo not drawn),-7,-2,7,-2,0,0,2,9,1,3
CC(C)CNC(=O)C1(C)CCCN1C(=O)c1ccncc1 (stereo not drawn),-11,-4,-3,-4,3,-1,2,6,-7,0
O=C(NCCNCCO)C1(C(F)(F)F)C/C(=C\CCO)CCCO1 (stereo not drawn),10,5,13,-4,2,2,4,-6,4,-2
CCCc1cc(C(=O)NCc2cccnc2)no1,3,-4,2,2,3,-3,2,-9,-2,-1
CCN(C(=O)CSc1ccc2ccccc2n1)C1CCS(=O)(=O)C1 (stereo not drawn),-6,-7,1,9,-2,-2,3,-13,0,-2
COc1cc(/C=C2\SC(=O)N(c3cccc(Cl)c3)C2=O)cc([N+](=O)[O-])c1O,-9,7,-19,3,4,1,3,23,1,2
Cc1nc(CC(=O)c2ccc(O)cc2O)cs1,8,0,-5,-2,-10,1,-8,-1,-5,3
O=C(COc1cccnc1[N+](=O)[O-])Nc1ccc2c(c1)OCO2,-6,-9,10,5,-3,-2,-2,-4,-2,-7
Cc1ccc(NC(=O)Cn2nnc(C(=O)NCc3cccs3)c2N)c(C)c1,-14,8,1,3,-7,1,1,-6,-19,-6
COc1cccc(-c2nc3n(n2)C(c2cccs2)C(C(=O)Nc2cccnc2)=C(C)N3)c1 (stereo not drawn),-1,-13,-9,-5,-1,-2,1,7,1,2
CCc1ncc(C)[nH]1,-5,9,-1,-4,1,-1,2,0,4,0
COC(=O)Nc1ccc(S(=O)(=O)N2CCCCC2C(=O)NCc2ccco2)cc1 (stereo not drawn),-2,-3,-2,4,-1,-1,-2,-5,0,-1
COC(=O)[C@@]1(Cc2ccc(F)cc2)[C@H]2c3cc(C(=O)N(C)C)n(Cc4ccc(C)c(F)c4F)c3C[C@H]2CN1C(=O)c1ccccc1,1,-13,4,-6,-11,2,-6,0,-2,-1
SMILES,ASAP1 GAP inh,ADAM10 inh,ARFGAP1 inh,Tn6 DDE FP,PLCb3 inh,ADAM17 inh,PLCg1 inh,TDP2 inh,SIAE inh,Tn7 DDE FP
C=CC[C@@H](CC(=O)N(CCO)Cc1ccccc1)C(=O)N[C@@H](COC(=O)[C@@H](CC=C)Cc1ccc(F)cc1)Cc1ccccc1,-3,23*,7,0,8,13*,2,-8,-7,-11
Cc1ccccc1C1=NC(C(F)(F)F)(C(F)(F)F)c2c(n(C)c(=O)n(C)c2=O)N1,-6,3,2,-1,-4,1,2,-15,0,-7
COCCCNC(=O)c1ccc(Cn2c(=O)c3ccccc3n(CC(=O)NCCc3ccc(OC)c(OC)c3)c2=O)cc1,-1,-8,1,-6,-6,-4,1,1,-5,8
COc1ccc(NC(=O)C2=C(C)NC(=O)NC2c2ccccc2[N+](=O)[O-])cc1 (stereo not drawn),16,2,-15,-4,-5,-3,0,18,2,3
CC(/C=N/NC(=O)Cn1nnc(N)n1)=C\c1ccc(C(C)C)cc1,3,2,8,-1,-7,-2,1,7,-2,-2
CN(c1ccccc1)S(=O)(=O)c1ccc(C(=O)Nc2nccs2)cc1,1,-6,-2,1,1,-3,1,5,0,10
COc1cccc(C(=O)N2CCN(Cc3cn[nH]c3-c3ccc(F)cc3F)CC2)c1,-1,-5,-6,-5,3,-5,-1,-7,-6,4
CN(C)CCN(C(=O)c1ccccc1Cl)c1nc2c(Cl)cccc2s1,1,-1,-2,-7,5,-2,4,6,0,-2
Cc1cc(O)c(/C=N/Nc2ccccc2)c(=O)o1,13,-12,10,3,-6,-3,-6,1,2,3
CN(C)c1nc(Oc2ccc(C(=O)OCC(=O)Nc3ccccc3)cc2)nc(N(C)C)n1,16,-12,10,3,1,-5,1,-8,1,-1
Cc1cccc(NC(=O)c2ccc(NCCO)c([N+](=O)[O-])c2)n1,14,-1,-10,2,1,-3,2,1,0,1
CCC1CCCCN1C(=O)COC(=O)CN(C)S(=O)(=O)c1ccc(NC(C)=O)cc1 (stereo not drawn),-6,-1,-2,-4,1,-3,1,8,-13,-3
CON=C(C(=O)NC1C(=O)N2C(C(=O)O)=C(CSc3nc(=O)c(=O)[nH]n3C)CSC12)c1csc(N)n1 (stereo not drawn),-5,-11,-1,-1,-5,-5,-5,-1,-7,1
